Compound activity (PubChem BioAssay)
TRHR ag: qHTS for Small Molecule Agonists and Allosteric Enhancers of Human TRH Receptor: Primary Screen for Agonists. 0.18% of 360,000 active. TRHR cells, calcium flux fluo-8, FDSS agonist mode. Thyrotropin-releasing hormone receptor (Homo sapiens), P34981. activation, % at 2 µM. AID 493084, 2011; in the data active = activation above about 30%; note: 0% is about no effect
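Steps: seed TRHR cells overnight; add fluo-8 no-wash Ca dye, RT 30 min–1.5 h; record 10 s baseline; pin-transfer compounds; monitor fluorescence 1 cycle/s for the agonist window. Calcium increases flag candidate agonists.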
Pol beta inh: qHTS Assay for Inhibitors of DNA Polymerase Beta. P06746. Pol beta primer extension/strand displacement, fluorescence kinetic. Potency, µM (titrated, usually from 114 µM), without a hit: at the highest dose activity change, negative = inhibition, usual class: inhibitors. 1.3% of 340,000 active. AID 485314, 2010; note: potency is the fitted concentration of half-maximal effect; % is set by controls: 0 for no effect and ±100 for the full control effect
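Enzyme-only controls used 10 nM Pol beta; buffer lacking enzyme served as negative control. Compound preincubated 15 min, then 50 nM substrate added; 0 and 10 min reads at room temperature.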
ERG-DNA inh: qHTS for Small Molecule Inhibitors of the ERG Ets/DNA interaction | Transcriptional regulator ERG (Homo sapiens), P11308 | fluorescence polarization, His-ERG Ets domain / labelled DNA | Potency, µM (highest dose often 76.9 µM), inactives show top-dose FP activity, negative = inhibition, hits mostly inhibitors | 0.028% of 370,000 active; active = well fitted inhibition curve with a large enough effect in the polarisation, with a control signal flat; inconclusive = small, poorly fitted or top-dose-only effect, or effect the other way, or a change in a side signal; inactive = no such curve, though single readings can be large or run the other way; the % refers to the polarisation;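 note: polarization taken with two DNA probes labelled with fluorescein and Texas red; potency is the fitted concentration of half-maximal effect; % of control where 0% means no effect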
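His-tagged ERG Ets domain (1 uM in the protein solution; 300mM KCl, 50mM Tris-HCl, 1mM EDTA, 1mM DTT, pH 7.5) received compound, then a probe mix of 5 nM fluorescein-DNA and 100nM Texas-615-DNA. Fluorescence polarization was read for both dyes.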
Pol iota inh: qHTS for Inhibitors of Polymerase Iota; Pol iota fluorescent replication assay, 10 min; 1% of 390,000 active; AID 588590, 2011; Potency, µM (top dose mostly 115 µM), for inactives: at the top dose activity, negative = inhibition, hits mostly inhibitors; DNA polymerase iota (Homo sapiens), Q9UNA4; note: potency is the fitted concentration of half-maximal effect
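Fluorescent replication assay read twice, at 0 min and 10 min after adding 50 nM (final) substrate. Enzyme (10 nM) and compounds were first incubated 15 min at room temperature; enzyme-free buffer wells were negative controls.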
Pol kappa inh: qHTS for Inhibitors of Polymerase Kappa; purified Pol kappa, fluorescent DNA synthesis assay, 10 min; Potency, µM (top dose mostly 107 µM), for inactives: at the highest dose activity, negative = inhibition, actives largely listed as inhibitors; 0.53% of 400,000 active; AID 588579, 2011; note: potency is the fitted concentration of half-maximal effect; % is set by controls: 0 for no effect and ±100 for the full control effect
Target sequence (Q9UBT6 whole entry, looked up): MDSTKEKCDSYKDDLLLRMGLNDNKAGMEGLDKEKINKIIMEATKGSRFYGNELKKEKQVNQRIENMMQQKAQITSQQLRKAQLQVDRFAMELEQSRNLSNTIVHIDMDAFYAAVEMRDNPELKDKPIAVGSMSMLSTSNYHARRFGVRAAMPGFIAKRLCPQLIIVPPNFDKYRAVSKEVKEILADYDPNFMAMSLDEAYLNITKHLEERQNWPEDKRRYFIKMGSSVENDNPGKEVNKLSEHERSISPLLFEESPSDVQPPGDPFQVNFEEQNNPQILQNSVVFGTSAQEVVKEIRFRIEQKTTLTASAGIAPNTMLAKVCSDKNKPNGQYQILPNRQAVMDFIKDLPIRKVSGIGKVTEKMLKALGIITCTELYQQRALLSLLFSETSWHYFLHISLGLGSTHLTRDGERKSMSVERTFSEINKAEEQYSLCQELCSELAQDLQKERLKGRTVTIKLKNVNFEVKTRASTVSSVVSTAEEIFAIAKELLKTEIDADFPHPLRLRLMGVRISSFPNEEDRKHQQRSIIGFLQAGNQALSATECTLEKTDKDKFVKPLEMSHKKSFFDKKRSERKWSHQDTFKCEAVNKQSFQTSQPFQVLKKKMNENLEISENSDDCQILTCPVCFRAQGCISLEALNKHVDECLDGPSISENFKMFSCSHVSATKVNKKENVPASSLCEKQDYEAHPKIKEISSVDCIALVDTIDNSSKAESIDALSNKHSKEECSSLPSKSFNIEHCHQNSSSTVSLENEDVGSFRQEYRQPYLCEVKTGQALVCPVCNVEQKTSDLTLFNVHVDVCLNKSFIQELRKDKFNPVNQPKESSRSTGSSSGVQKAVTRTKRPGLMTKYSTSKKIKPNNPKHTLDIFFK
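10 nM Pol kappa preincubated 15 min at room temperature with compounds, then reaction started with substrate at 50 nM final. Fluorescence read kinetically at 0 and 10 min; buffer-only wells served as negative control.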
BLM helicase inh: qHTS Assay for Inhibitors of Bloom's syndrome helicase (BLM); RecQ-like DNA helicase BLM (Homo sapiens), P54132; recombinant BLM DNA unwinding, fluorescence dequenching; Potency, µM (titrated, usually from 56.1 µM), for the others: top-dose activity change, negative = inhibition, most hits filed as inhibitors; 0.2% of 350,000 active;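 note: potency is the fitted concentration of half-maximal effect; plate controls were vehicle for no effect and no enzyme for full effect; nearly all actives have a fitted effect of over 35% in size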
ALOX12 inh: Primary qHTS assay for inhibitors of human arachidonate 12S-lipoxygenase (ALOX12): Round 2. Polyunsaturated fatty acid lipoxygenase ALOX12 (Homo sapiens), P18054. purified 12hLO, xylenol orange hydroperoxide absorbance. Potency, µM (series often up to 108 µM), inactives show top-dose activity change, negative = inhibition, most hits filed as inhibitors. 1.1% of 580,000 active. AID 1671190, 2021; note: potency is the fitted concentration of half-maximal effect; % is set by controls: 0 for no effect and ±100 for the full control effect
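Purified human 12hLO (150 nM final) in 25 mM Hepes, 0.01% Triton X-100, pH 7.0 was preincubated 15 min at room temperature with compound. Then 40 uM arachidonic acid was added, 30 min. Hydroperoxide was read by Fe-XO absorbance ratio 573/405 nm.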
Anesthetic bind: qHTS Assay for Identification of Novel General Anesthetics | apoferritin/1-aminoanthracene competitive binding, fluorescence | Potency, µM (titrated, usually from 77.5 µM), for inactives: at the highest dose activity change, negative = displacement, hits mostly inhibitors | 0.074% of 350,000 active; note: potency is the fitted concentration of half-maximal effect; % is set by controls: 0 for no effect and ±100 for the full control effect; nearly all actives have a fitted effect of over 20% in size
Target sequence (P02791 2-175 limits assumed): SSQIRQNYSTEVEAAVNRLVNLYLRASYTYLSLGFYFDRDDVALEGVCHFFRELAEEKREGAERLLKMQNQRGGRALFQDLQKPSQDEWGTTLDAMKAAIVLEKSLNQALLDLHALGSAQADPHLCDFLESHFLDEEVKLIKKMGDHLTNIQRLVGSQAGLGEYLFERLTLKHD
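In PBS, apoferritin at 10 uM is loaded with 1-AMA from a 50% saturated solution. After 10 min of compound exposure at ambient temperature, reduced 535 nm fluorescence indicates probe displacement.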
APE1 inh: qHTS Assay for Inhibitors of the Human Apurinic/apyrimidinic Endonuclease 1 (APE1); recombinant APE1, TAMRA/BHQ-2 abasic DNA cleavage fluorescence; Potency, µM (doses to about 65.8 µM), for inactives: at the highest dose activity change, negative = inhibition, usual class: inhibitors; 0.35% of 350,000 active;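 note: potency is the fitted concentration of half-maximal effect; plate controls were vehicle for no effect and reference inhibitor for full effect; nearly all actives have a fitted effect of over 55% in size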
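Enzyme (0.75 nM final) and test compound are incubated 15 min at room temperature before adding 50 nM quenched THF abasic-site duplex. Cleavage dequenches TAMRA, followed at 525/598 nm over three reads one minute apart.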
* = called active by the depositor; ? = inconclusive; · = no result given; [ ] = another dose, or the depositor's remark. Unless noted, calls come from the whole dose curve; as a rule, active = well fitted curve in the direction sought with a large enough effect; inconclusive = small, poorly fitted or top-dose-only effect, or another doubt; inactive = no such curve, though single readings can be large; an effect the other way counts as inactive or inconclusive. Some of the compounds tested, so the mix of outcomes need not match the whole.

Structure,TRHR ag,Pol beta inh,ERG-DNA inh,Pol iota inh,Pol kappa inh,BLM helicase inh,ALOX12 inh,Anesthetic bind,APE1 inh
CCOC(=O)c1cccc(C(=O)Oc2ccccc2)n1,-0.1,2%,·,6%,-5%,-8%,3%,-16%,3%
Cc1ccc(NC(=O)Nc2ccnc(-c3cccnc3)n2)cc1,0.2,7%,1%,-6%,-10%,-3%,-27%,-8%,-8%
CCc1cc(-c2n[nH]c(C)c2-c2nc3ccccc3n2C)c(O)cc1O,0.2,-5%,-6%,10%,-8%,-9%,-22%,-13%,?
Cc1ccc(S(=O)(=O)N2CCOCC2)cc1C(=O)NNC(=O)c1ccoc1C,1.1,-19%,1%,-13%,10%,2%,15%,-8%,-7%
Cc1ccc([N+](=O)[O-])c(OCCCNCC(C)O)c1 (configuration not stated),0.3,9%,-10%,97%[activator],-4%,4%,?,-8%,25%
CCc1cc(C(=O)NC2CCCN(Cc3ccccc3F)C2)n(C)n1 (configuration not stated),0.5,45%,0%,22%,9%,-2%,-5%,-2%,-2%
CCN(CC)CCOC(=O)c1ccc(NC(=O)c2cc3c(=O)n(CC)c4ccccc4c3s2)cc1,-0.4,11%,-8%,1%,-16%,82%[activator],-19%,-27%,·
CCCN(CCC)c1nc(-c2ccccc2F)nc2ccccc12,0.2,2%,1%,65%[activator],-1%,-3%,-10%,-19%,·
CCCCn1c(N)c(N(Cc2ccccc2OC)C(=O)c2cc(=O)[nH]c3ccccc23)c(=O)[nH]c1=O,0.5,·,-6%,15%,-9%,·,?,·,-1%
COc1cccc(OCCOCCOc2ccc(C)cc2[N+](=O)[O-])c1,1.5,-21%,-5%,12%,-22%,-8%,-13%,-21%,-5%
CN(C(=O)c1cccs1)c1ccc(OCC(=O)N2CCC(C(N)=O)CC2)cc1,0.2,0%,-5%,6%,-10%,4%,-1%,2%,10%
CN(C)CCN(C(=O)c1cccc(Cl)c1)c1nc2c(Cl)cccc2s1,1.6,9%,·,9%,-12%,1%,-23%,-12%,-9%
COC(=O)C(O)(CC(=O)Nc1ccccc1OC)C(F)(F)F (configuration not stated),-0.7,28%,1%,-11%,-3%,-8%,-21%,-18%,-8%
CC1CCCCN1C(=S)NC(=O)c1cc(Br)ccc1Cl (configuration not stated),0.0,·,2%,24%,-13%,·,36%[activator],·,-5%
COc1ccccc1OCc1ccc(C(=O)NCC2CCCO2)cc1 (configuration not stated),0.1,·,-17%,-16%,13%,·,31%,·,25%
Cn1c(=O)cc(SCC(=O)N2CCN(C3CCCCC3)CC2)c2ccccc21,·,·,-9%,12%,1%,·,21%,·,·
O=C1CCC/C(=N/Nc2ccc(Cl)cc2)C1,-0.3,-4%,11%,?,-11%,-7%,?,?,-7%
COC(=O)c1cc(=O)[nH]c(SCc2cccc(C)c2)n1,0.3,2%,4%,13%,-10%,-1%,-12%,-3%,?
CCn1nc(C)c(CCN(C)C(=O)Nc2cc(OC)c(OC)c(OC)c2)c1C,-0.1,2%,2%,18%,2%[60.1 µM],-1%,-13%,4%,·
Cc1nonc1C1CCCN1C(=O)c1cc(COc2cccc(C(F)(F)F)c2)on1 (configuration not stated),1.7,1%,7%,12%,3%,-11%,7%,-5%,58%[activator]
N#CC1=C(N)N2C(=C(C#N)C1c1ccccc1)Sc1ccccc12 (configuration not stated),6.0,8%,·,·,·,-3%,·,-7%,3%
O=C(N/C(=C\c1ccc(Br)cc1)c1nc2ccccc2[nH]1)c1ccco1,0.6,29%,-5%,9%,-2%,3%,5%,-13%,-1%
O=C(C(Cc1ccccc1)n1cccc1)N1CCc2ccccc21 (configuration not stated),1.3,-13%,2%,-26%,-12%,-9%,48%[activator],-11%,-4%
COc1ccc(NC(=O)CSc2ncn[nH]2)c([N+](=O)[O-])c1,0.0,10%,·,29%,-18%,2%,0%,-4%,3%
O=C(COC(=O)c1ccc[nH]c1=O)Nc1cc(S(=O)(=O)N2CCCCC2)ccc1Cl,0.3,-3%,19%,78%[activator],3%,-4%,-12%,-13%,?
NC(=O)c1c(NC(=O)c2c(F)cccc2F)sc2c1CCN(Cc1ccccc1)C2,49*,5%,-6%,10%,3%,-6%,7%[57.4 µM],-5%,12%
COCCNC(=O)c1ccc2c(c1)S(=O)(=O)c1cc(Cl)ccc1C2=O,0.9,·,0%,-7%,1%,·,?,·,-1%
COc1ccccc1CN1C[C@@H]2C[C@@H](c3cccc(O)c3)N3CCC[C@@]23C1=O,0.0,30%,-2%,165%[activator],-7%,-2%,10%,-5%,20%
Cc1nc(C(=O)NNC(=O)Nc2ccccc2)cs1,0.1,61%,-13%,134%[activator],-16%,-3%,152%[activator],-7%,2%
CC(=O)Nc1cc(NC(C)=O)cc(C(=O)NC(C)(C)C)c1,-0.1,13%,1%,6%,-13%,0%,-3%,-7%,2%
NC1=NC(=Nc2cccc(Cl)c2)c2ccccc21,-0.6,16%,-4%,10%,-5%,-9%,18%,-16%,1%
COc1ccc(-n2nc3c(c2NC(=O)C(C)Cl)CSC3)cc1 (configuration not stated),-0.4,6%,-6%,-13%,-7%,-1%,20%,-2%,59%
CC1(C)CC(=O)C=C(Nc2ccc([N+](=O)[O-])cc2)C1,-0.6,13%,12%,15%,3%,-5%,-5%,-21%,6%
Cc1nn(S(=O)(=O)c2ccc(Br)cc2)c(C)c1S(=O)(=O)N1CCCCCC1,-0.1,4%,1%,-2%,-15%[60.1 µM],0%,0%,-1%,·
CCN1CCN(C(=O)CN(C)S(=O)(=O)c2ccc(Cl)cc2)CC1,0.5,?,-2%,8%[58.9 µM],-12%,-2%,-24%,-2%,14%
Cc1ccc(CNc2ccc3c(c2)OCO3)cc1,-0.4,40%,-1%,44%[activator],-11%,-5%,·,-18%,1%
COC(=O)[C@]1(C)N[C@H](CN(C)C(=O)Nc2ccc(C)cc2)[C@@H]2C(=O)N(Cc3ccccc3)C(=O)[C@@H]21,·,·,-9%,-2%,-6%,·,?,·,16%
Cc1ccc(Cn2ccc(-c3cnc(-c4ccccc4)s3)n2)cc1,0.8,-7%,-16%,10%,-5%,-12%,-1%,26%,11%
O=C(Nc1nccs1)c1ccc2c(c1)C(=O)N(Cc1cccnc1)C2=O,0.0,54%,-7%,23%,-12%,0%,3%,-1%,14%
CCCCn1c(N)c(N(CCOC)C(=O)c2sc3cc(F)ccc3c2Cl)c(=O)[nH]c1=O,0.1,·,-7%,56%[activator],-10%,·,-27%,·,1%

A draw from above in order of SMILES length, rising.
Structure,TRHR ag,Pol beta inh,ERG-DNA inh,Pol iota inh,Pol kappa inh,BLM helicase inh,ALOX12 inh,Anesthetic bind,APE1 inh
Cc1ccc(CNc2ccc3c(c2)OCO3)cc1,-0.4,40%,-1%,44%[activator],-11%,-5%,·,-18%,1%
CC1(C)CC(=O)C=C(Nc2ccc([N+](=O)[O-])cc2)C1,-0.6,13%,12%,15%,3%,-5%,-5%,-21%,6%
COC(=O)[C@]1(C)N[C@H](CN(C)C(=O)Nc2ccc(C)cc2)[C@@H]2C(=O)N(Cc3ccccc3)C(=O)[C@@H]21,·,·,-9%,-2%,-6%,·,?,·,16%

The results go on.
Structure,TRHR ag,Pol beta inh,ERG-DNA inh,Pol iota inh,Pol kappa inh,BLM helicase inh,ALOX12 inh,Anesthetic bind,APE1 inh
COc1ccc(C2/C(=C(/O)c3ccc(Cl)cc3)C(=O)C(=O)N2CCN2CCOCC2)c(OC)c1 (configuration not stated),-0.1,75%,3%,16%,-8%,-2%,?,-14%,-2%
COC(=O)c1cc(NC(=S)N2CCN(C(=O)C3CCCO3)CC2)cc(C(=O)OC)c1 (configuration not stated),-0.4,53%,6%,4%,-21%,-2%,-6%,-9%,5%
COc1ccccc1C(=O)Oc1ccc(C(c2c(C)[nH][nH]c2=O)c2c(C)[nH][nH]c2=O)cc1,1.3,-10%,1%,?,9%,-2%,-23%,-15%,·
CCN(CC(=O)NCCCN1CCOCC1)S(=O)(=O)c1ccc(Cl)cc1,0.1,-2%,13%,107%[activator],8%,-2%,-1%,-3%,25%[12.4 µM]
O=C1C(=C(I)I)c2ccccc2-c2ccccc21,·,·,-11%,?,-9%,·,5.6µM*,·,·
C=CCNC(=O)c1c(C(F)(F)F)nn(C)c1Cl,-0.7,51%,14%,17%,4%,-1%,-9%,6%,2%
CC1CCN(S(=O)(=O)c2ccc3c(c2)NC(=O)CS3)CC1,0.1,3%,9%,14%,8%,0%,2%,1%,22%
CCN(CC)S(=O)(=O)c1ccc(C(=O)NCCCN=C2NS(=O)(=O)c3ccccc32)cc1,0.2,11%,8%,14%,1%,1%,-4%,2%,-1%
Cc1cc2cc(CNC(=S)Nc3ccc(OC(F)F)cc3)ccc2[nH]1,0.5,-4%,-1%,12%,-16%,-3%,?,-21%,29%
COC(=O)NC1CSCC1OC(=O)c1ccc(Br)cc1 (configuration not stated),0.1,16%,-5%,27%,0%,4%,-8%,-4%,13%
COc1ccc(NC(=O)O/N=C2/CCCc3ccc(OC)cc32)cc1,-0.7,-1%,-1%,7%,-19%,-5%,-9%,?,-4%
